# aSyn yeast rescue – inhibitors of alpha-synuclein toxicity in yeast; S. cerevisiae alpha-synuclein toxicity rescue, BacTiter-Glo growth, 24 h; Potency, µM (titrated, usually from 46.1 µM), for the others: at the highest dose growth rescue (activation), actives largely listed as activators; actives 0.02% (n = 94,000); active means well fitted activation curve with a large enough effect; inconclusive means small, poorly fitted or top-dose-only effect; further: 0% is about no effect
#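 Growth restoration measured by BacTiter-Glo luminescence after 24 hr at 30 deg C; alpha-synuclein yeast, raffinose-pregrown to mid-log, were added at OD600=0.02 in galactose medium onto pinned compounds.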
# * = called active by the depositor; ? = inconclusive; [ ] = dose if it differs, or a comment. Potency means the concentration at half of the fitted maximal effect. These rows are one share of the data (hit frequency here may not be typical).
SMILES | aSyn yeast rescue
CCC(Sc1nc2ncccc2[nH]1)C(=O)Nc1cccc(OC)c1 (configuration not stated) | 4%
COc1ccc(-c2nc3ccccn3c2CN2CCN(c3ccccc3F)CC2)cc1 | -2%
CCOc1ccccc1N(CC)C(=O)c1cc2c(=O)[nH]c3ccc(C)cc3c2s1 | -5%
CCN1CCN(C(=O)/C=C/c2ccc(C(C)C)cc2)CC1 | 1%
COc1ccc(-n2c(SCC(=O)NCc3ccccc3)nc3n[nH]c(C)c3c2=N)cc1 | 5%
COc1ccc2[nH]c(C(=O)N3CCN(C)CC3)c(C)c2c1 | -6%
Cc1ccc(NC(=O)CSc2nc(-c3ccco3)nc3cc(=O)[nH]n23)cc1C | -1%
O=C1c2ccccc2C(Nc2ccc(F)c(Cl)c2)N1c1ccccn1 (configuration not stated) | -7%
CCOc1ccc(NS(=O)(=O)c2ccc(C)c(C(=O)NCCCn3ccnc3)c2)cc1 | 10%
O=C(NCC(c1ccc(F)cc1)N1CCOCC1)c1ccccc1F (configuration not stated) | 2%
O=C(COc1ccc(Cl)cc1)Nc1cc(S(=O)(=O)N2CCCCC2)ccc1N1CCCCC1 | 0%
COc1ccc(CN(C)C(=O)CCCNC(=O)c2ccc(Cl)cc2)cc1 | -4%
CC1Cc2nc(SCC(=O)NCc3ccco3)n(-c3ccccc3)c(=O)c2S1 (configuration not stated) | 1%
COc1ccc(N2CCN(C3C(=O)c4ccccc4N3C(C)=O)CC2)cc1 (configuration not stated) | 0%
Cc1cccc(CSc2ncc(CO)n2Cc2ccc(F)cc2)c1 | -2%
C=Cc1ccc(CSc2nc(-c3ccc(Cl)cc3)nc3c2Cc2c(CO)cnc(C)c2O3)cc1 | 3%
CC(=O)c1ccc(NC(=O)c2cc(C3CC3)nc3c2c(C)nn3-c2ccc(C)cc2)cc1 | -7%
Cc1ccc(C(C)C)c(OCCn2cc(C(=O)c3ccco3)c3ccccc32)c1 | 18%
Cc1ccc(-c2nnc(Nc3ccccc3)c3ccccc23)cc1S(=O)(=O)N1CCOCC1 | -4%
O=C(Nc1ccc2c(c1)[C@H]1C[C@@H](CC(=O)N3CCOCC3)O[C@@H](CO)[C@H]1O2)C1CCOCC1 | -5%
CC(=O)NCc1ccc(S(=O)(=O)NC2CCN(Cc3ccccc3)CC2)cc1 | -9%
CC(C)C1Nc2c(C(=O)O)cccc2C(Nc2ccccc2C(=O)O)C1(C)C (configuration not stated) | 8%
COc1ccc(OCC2c3cc(OC)c(OC)cc3CCN2C(=O)c2ccc(F)cc2)cc1 (configuration not stated) | 6%
Cc1cccc(CS(=O)(=O)Cc2ccc(C(=O)NCc3cccs3)o2)c1 | -11%

# In another format: three of the compounds above.
> CCOc1ccccc1N(CC)C(=O)c1cc2c(=O)[nH]c3ccc(C)cc3c2s1
  aSyn yeast rescue: -5%

> CCN1CCN(C(=O)/C=C/c2ccc(C(C)C)cc2)CC1
  aSyn yeast rescue: 1%

> COc1ccc(-n2c(SCC(=O)NCc3ccccc3)nc3n[nH]c(C)c3c2=N)cc1
  aSyn yeast rescue: 5%

# Next part.
SMILES | aSyn yeast rescue
O=C(NNS(=O)(=O)c1ccc(Cl)cc1)c1cc(-c2ccccc2)n[nH]1 | -7%
CC(=O)N1CCc2c(sc3c2c(=O)n(-c2ccccc2)c(=O)n3CC(=O)c2ccc(Cl)cc2)C1 | -3%
CC1=C(C(=O)Nc2cc(Cl)ccc2C)C(c2cccs2)n2ncnc2N1 (configuration not stated) | -2%
COc1ccc(NC(=O)CN2C(=O)C(=O)c3ccccc32)c(OC)c1 | -11%
N#CCN1CCC(c2cc(-c3ccco3)n[nH]2)CC1 | 2%
C=CCn1nc(C(=O)OCC)cc1-c1sc(NC(=O)c2ccccc2)nc1C | -13%
COc1cc(NC(=O)Cn2c(=O)n(Cc3ccco3)c(=O)c3sc4ccccc4c32)cc(OC)c1 | -3%
O=C(O)/C(=C\c1ccc(Cl)cc1)c1ccc(F)cc1 | -11%
COc1cc(Cl)c(C)cc1NC(=O)CSCc1nc(-c2ccc(OC)c(OC)c2)no1 | 9%
COc1ccc(-n2c(SCC(=O)Nc3cc(C)on3)nc3c(c2=O)SCC3)cc1 | -1%
CCN(CC)CCNC(=O)c1ccc(CSc2nc3ccncc3n2Cc2cccc(F)c2)cc1 | -5%
COc1ccc2cc(C(=O)C3CCCN(C(=O)/C=C/c4ccccn4)C3)ccc2c1 (configuration not stated) | -5%
Cc1ccccc1Cn1c(SCc2ccc(C(=O)N3CCCCC3)cc2)nc2ccncc21 | -4%
CC(C)Cn1cc(NC(=O)N2CCN(c3ccc(F)cc3)CC2)c2ccccc2c1=O | 4%
CCOc1ccc(-c2c(=O)n(OCc3ccc([N+](=O)[O-])cc3)c3ccccc3[n+]2[O-])c(OCC)c1 | -2%
O=C(CCCCn1c(=O)c2ccccc2n(CC(=O)Nc2ccc(F)cc2F)c1=O)NCCc1ccccc1 | -4%
O=C(Nc1nnc(S(=O)(=O)N2CCCCCC2)s1)c1ccc(Br)cc1 | -9%
CC1CCC(NC(=O)c2ccc3c(c2)N(Cc2ccccc2F)C(=O)c2ccccc2S3(=O)=O)CC1 (configuration not stated) | 1%
CCOc1ccccc1NC(=O)Cn1c(=O)n(Cc2ccc(OC)cc2)c(=O)c2oc3ccccc3c21 | -6%
O=c1c2c3c(sc2nnn1Cc1ccc(F)cc1)CCCC3 | ?
Cc1cccc(NC(=O)CSc2nc(-c3ccccc3Cl)nc3c2Cc2c(CO)cnc(C)c2O3)c1C | -2%
CCc1cc(C(=O)N/N=C/c2ccc(OC)cc2)c2ccccc2n1 | 1%
O=C(CN1CCOCC1)N1c2ccccc2Sc2ccc(Cl)cc21 | 15%
COc1ccc(-c2c[n+]3c4n2CCCCC4=C(c2ccccc2)C3)cc1 | -14%
CNc1ccccc1C(=O)OC | 0%
CCOc1ccc2oc(=O)cc(CN3CCN(C(=O)c4ccc(OC)c(OC)c4)CC3)c2c1 | -12%
COc1ccc(C(=O)N2CCc3cc(OC)c(OC)cc3C2COc2ccc3c(C)cc(=O)oc3c2)c(OC)c1 (configuration not stated) | 7%
O=C(CCn1ccc2cc(S(=O)(=O)N3CCCC3)ccc21)NCc1cccc(Cl)c1 | 3%
Cc1ccc2ncc(C(=O)Nc3ccc(OC(F)(F)F)cc3)c(=O)n2c1 | -7%
CSCCC(NS(=O)(=O)c1ccc2c(c1)oc(=O)n2C)C(=O)N1CCN(c2ccc(C(C)=O)cc2)CC1 (configuration not stated) | -15%
Cc1cc(C)n(CC(O)CN(c2cccc([N+](=O)[O-])c2)S(=O)(=O)c2ccccc2)n1 (configuration not stated) | 6%
CCc1ccc(NC(=O)c2cc3c(=O)n(Cc4cccnc4)ccc3nc2C)cc1 | 0%
C#CCn1c(=NC(=O)c2cccs2)sc2cccc(OC)c21 | 9%
CCOc1ccc(OCCC(=O)Nc2ccccc2C(=O)NC2CC2)cc1 | 11%
CCSc1nnc(NC(=O)C2Cc3ccccc3CN2S(=O)(=O)CC)s1 (configuration not stated) | -1%
CCc1ccc(NC(=O)N2CCN(C(=O)c3nsc4ccccc34)CC2)cc1 | 3%
CC(=O)c1ccc(N2CCN(C(=O)C3CCCN(S(=O)(=O)c4c(C)[nH]c(=O)[nH]c4=O)C3)CC2)cc1 (configuration not stated) | -8%
COc1cc(C(=O)Nc2ccc(C)c(S(=O)(=O)N(C)C)c2)ccc1OCC(=O)N1CCOCC1 | 3%
Cc1ccc(CC(CC(=O)O)C(=O)NCc2ccccc2)cc1 (configuration not stated) | 1%
CC(C)C(NS(=O)(=O)c1ccc2c(c1)C(C)(C)C(=O)N2C)C(=O)NCc1ccc(F)cc1 (configuration not stated) | -46%[inhibitor]
COc1ccc(-n2c(C)nc3c(cnn3-c3ccc(F)cc3)c2=O)cc1 | 2%
O=C(C=CC=Cc1ccccc1)c1ccc([N+](=O)[O-])cc1 | -5%
O=C(COc1ccc(/C=N/NC(=O)c2ccncc2)cc1)Nc1ccccc1 | -5%
COc1ccc(-c2cc(OC(=O)c3ccccc3C)c3c(C)oc(C)c3c(=O)c2)cc1 | 6%
CC(C)CN(C(=O)COC(=O)Cc1c[nH]c2ccccc12)c1c(N)n(Cc2ccccc2)c(=O)[nH]c1=O | -1%
Cn1c(=O)c2cc(C(=O)NCCCN3CCN(c4cccc(Cl)c4)CC3)sc2c2ccccc21 | -43%[inhibitor]
COc1ccccc1C(=O)Nc1nnc(S(=O)(=O)N2CCCCCC2)s1 | -6%
COc1cccc(C(c2c(O)cc(C)n(Cc3ccco3)c2=O)N2CCC(C)CC2)c1 (configuration not stated) | 2%
O=C(O)CSc1nnc2c(n1)[nH]c1ccccc12 | 15%
O=C(CNC(=O)c1ccccc1F)NCCc1ccc(Cl)cc1 | 4%
COc1ccccc1C(O)(C(=O)N(NC(C)=O)c1ccccc1)c1ccccc1OC | 6%
CSc1ncc(C(=O)NCc2cccc(C)c2)c(-c2ccccc2)n1 | -8%
O=C(Nc1nnc(S(=O)(=O)N2CCCc3ccccc32)s1)c1ccccc1Cl | 1%
CCN(c1ccccc1)c1nnc(NC(=O)Nc2ccc(Br)c(C)c2)s1 | -2%
COc1ccccc1CNC(=O)C1CCN(c2ncnc3c2nc2n3CCCCC2)CC1 | -11%
Cc1cc(NC(=O)C2CC(=O)N(c3ccc(F)cc3)C2)no1 (configuration not stated) | -7%

# Filtered by structure: those above containing a COOH group
SMILES | aSyn yeast rescue
CC(C)C1Nc2c(C(=O)O)cccc2C(Nc2ccccc2C(=O)O)C1(C)C (configuration not stated) | 8%
O=C(O)/C(=C\c1ccc(Cl)cc1)c1ccc(F)cc1 | -11%
Cc1ccc(CC(CC(=O)O)C(=O)NCc2ccccc2)cc1 (configuration not stated) | 1%
O=C(O)CSc1nnc2c(n1)[nH]c1ccccc12 | 15%

# (cont.)
SMILES | aSyn yeast rescue
COc1ccc([C@H]2N[C@]3(CCCN(CC4CCCCC4)C3=O)[C@H]3C(=O)N(C)C(=O)[C@@H]23)cc1 | -6%
Cc1ccc(CN2CC(C(=O)Nc3ccc(C)cn3)CC2=O)cc1 (configuration not stated) | 9%
CCN(CC)c1ccc(NC(=O)C(NS(=O)(=O)c2cccs2)C(C)C)c(C)c1 (configuration not stated) | -2%
CCCCCCCCCCOC(=O)Cn1c(COc2ccc(OC)cc2)[n+](C)c2ccccc21 | -7%
CCC(C)OC(=O)/C(C#N)=C\c1ccc(-c2ccccc2Cl)o1 (configuration not stated) | 1%
Cc1ccc(NC(=O)CN(C)C(=O)CSc2nc(C)cs2)cc1 | 6%
CN(Cc1ccccc1)C(=O)c1ncn2c1c(=O)[nH]c1cccnc12 | 0%
CCC(C(=O)NCCc1ccc(OC)c(OC)c1)n1nc(C)c2sc3ccccc3c2c1=O (configuration not stated) | 4%
Cc1cc(C(=O)N2CCCC(N3CCN(c4ccccc4C)CC3)C2)no1 (configuration not stated) | -1%
Cc1c(C(=O)O)oc2c(F)cccc12 | -2%
S=c1nc(-c2ccc(Cl)cc2)[nH][nH]1 | -15%
COc1ccc(C(=O)NCC(=O)OCC(=O)N2CCC(C)CC2)cc1OC | 3%
CCOc1ccc(/C=C/C(=O)N(CC)CC(=O)Nc2ccc3c(c2)OCCO3)cc1OC | 0%
COc1ccc(-c2noc(-c3ccc(N4CCOCC4)c([N+](=O)[O-])c3)n2)cc1 | -1%
COc1ccc2oc(C(=O)OCC(=O)N(C)c3c(N)n(Cc4ccccc4)c(=O)[nH]c3=O)c(C)c2c1 | -8%
O=C(NCCc1ccc(Cl)cc1)c1ccc(CSCc2cccc(Cl)c2)o1 | 9%
COc1ccc(-c2cc(OC(=O)c3cccc(C)c3)c3c(C)oc(C)c3c(=O)c2)cc1 | 2%
CO/N=C/Cc1c([N+](=O)[O-])c(C)nn1C | -5%
Cc1ccc(CNC(=O)CCc2c(C)nn(-c3ccc(N4CCCCC4)nn3)c2C)cc1 | 0%
CC(C)C(OC(=O)C1=Cc2ccccc2OC1)C(=O)NC1CCCC1 (configuration not stated) | -4%
CCOC(=O)c1c(NC(C)=O)c2c3c(sc2n1Cc1nc(-c2ccc(Cl)cc2)oc1C)CCCC3 | 0%
COc1cccc(CN2c3ccccc3-c3nc(SCC(=O)Nc4cccc(C)c4)ncc3S2(=O)=O)c1 | -3%
COc1ccccc1CCNC(=O)CCn1c(=O)c2cccn2c2ccc(F)cc21 | 6%
Cn1c(=O)c2sccc2n2c(CCC(=O)NCc3ccc(Cl)cc3)nnc12 | -5%
Cc1ccc(NC(=O)COC(=O)c2cccc(S(=O)(=O)N3CCCCCC3)c2)cc1 | -6%
Cc1cc(C)nc(NCCC(=O)O)n1 | 11%
CC1(C)CC(=O)C=C(c2cn[nH]n2)C1 | 0%
CN(Cc1ccco1)S(=O)(=O)c1nnc(NC(=O)c2ccccc2)s1 | -7%
CC(C)Oc1nc(-c2ccccc2Cl)nc2ccccc12 | -5%
Cc1ccc(NC(=O)C(Cc2ccccc2)NS(=O)(=O)c2ccc3c(c2)oc(=O)n3C)cc1C (configuration not stated) | 6%
Cc1csc2nc(COC(=O)c3ccc(NC(=O)COc4ccccc4F)cc3)cc(=O)n12 | 1%
CCc1ccc2occ(CC(=O)Nc3ccc(C)c(C)c3)c2c1 | ?
Cc1nn(CC(C)C)c(Cl)c1C(=O)NCC1CCCO1 (configuration not stated) | 3%
C/C(=N\NC(=O)COc1c(C)cccc1C)c1cccs1 | -2%
O=C(Nc1nnc(S(=O)(=O)N2CCCCCC2)s1)c1ccccc1 | -6%
Cc1cc(-c2ccc(S(=O)(=O)Nc3cccc(C(F)(F)F)c3)s2)on1 | 4%

# Screens: PubChem, National Center for Advancing Translational Sciences (NCATS)
